OX1R antag-1 – OX1R (human) antagonism. OX1R-expressing cells, FRET antagonist read-out. inhibition, % at 6.6 µM. hit rate 1.8% among 330,000. O43613. AID 485270; in the data active = inhibition mostly above about 38%, no sharp cut-off; inactive = mostly below about 40%;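 also: 0% = agonist challenge alone and 100% = reference antagonist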
Target sequence (O43613 whole entry, looked up): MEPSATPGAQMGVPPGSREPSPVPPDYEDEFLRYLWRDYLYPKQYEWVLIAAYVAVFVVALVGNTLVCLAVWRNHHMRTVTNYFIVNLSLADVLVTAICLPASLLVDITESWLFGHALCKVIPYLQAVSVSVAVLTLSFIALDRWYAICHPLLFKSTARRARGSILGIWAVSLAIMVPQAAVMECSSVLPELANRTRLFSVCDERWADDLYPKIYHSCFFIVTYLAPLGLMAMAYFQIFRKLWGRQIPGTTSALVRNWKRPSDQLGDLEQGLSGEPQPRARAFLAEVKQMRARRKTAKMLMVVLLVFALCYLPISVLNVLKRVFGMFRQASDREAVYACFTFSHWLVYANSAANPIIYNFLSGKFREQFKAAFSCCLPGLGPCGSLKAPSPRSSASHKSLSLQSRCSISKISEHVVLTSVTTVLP
OX1R antag-2 – blocks the human orexin 1 receptor. O43613. AID 434989. hit rate 0.43% among 330,000. inhibition, % at 5 µM. CHO/OX1R cells, Fluo-8 calcium fluorescence, orexin A;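 active = inhibition above its plate's threshold, mean inhibition of all tested compounds on the plate plus 3 SD, cut at about 37% in these data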;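 also: 0% = orexin A challenge wells and 100% = SB-334867-A antagonist wells; not every result past the cut was called active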
* marks the source's active call; other numbers are inactive results.

Screens in order – OX1R antag-1, OX1R antag-2
COc1ccc(OCC(=O)NNC(=O)c2ccc3c(=O)n4c(nc3c2)CCC4)cc1
 : 12, -5
CCOc1cc(C2C(C(=O)N3CCCCC3)=C(C)NC3=C2C(=O)CCC3)cc(Br)c1O (centres undefined)
 : 4, -11
COc1cccc(C(=O)COC(=O)CCC(=O)c2ccccc2)c1
 : 0, -6
Cc1cc(C)n(Cc2ccc(Cl)cc2Cl)c(=O)c1S(=O)(=O)c1ccccc1
 : 7, -21
O=C(CN1CCN(C/C=C/c2ccccc2)CC1)NCc1ccc(Cl)cc1
 : 7, -29
CCc1ccc(N(C(=O)c2ccco2)C(C(=O)NC2CCCC2)c2ccco2)cc1 (centres undefined)
 : 32, -25
O=C(CCSc1ccccc1)N1CCN(c2ccccc2F)CC1
 : 14, -20
CCOc1ccc(S(=O)(=O)NCc2ccccn2)cc1
 : 35, -4
Cc1ccc(-n2c(C)c([N+](=O)[O-])c3ccc(O)cc32)cc1
 : 1, -8
CCCN(CC(=O)Nc1ccc(F)c(F)c1F)C(=O)c1ccc2c(c1)NC(=O)CS2
 : 4, -39
Nn1c(SCC(=O)NC2CCS(=O)(=O)C2)nnc1-c1cccs1 (centres undefined)
 : 14, 3
COc1ccc(C(=O)CSC2=C(C#N)C3(CCCCC3)C(C#N)=C(N)N2)cc1
 : 6, 15
CCCNC(=O)COC(=O)/C=C/c1ccco1
 : 24, -11
Cc1ccc(C)c(S(=O)(=O)N/N=C2/CCCc3ccccc32)c1
 : 28, -14
Cc1ccc(CNC(=O)CCNS(=O)(=O)c2ccc(C)cc2)cc1
 : 12, -20

Fetched by compound from the entries so far (3):
Screens in order – OX1R antag-1, OX1R antag-2
COc1ccc(OCC(=O)NNC(=O)c2ccc3c(=O)n4c(nc3c2)CCC4)cc1
 : 12, -5
COc1ccc(C(=O)CSC2=C(C#N)C3(CCCCC3)C(C#N)=C(N)N2)cc1
 : 6, 15
Cc1ccc(CNC(=O)CCNS(=O)(=O)c2ccc(C)cc2)cc1
 : 12, -20

(further entries)
Screens in order – OX1R antag-1, OX1R antag-2
COC(=O)/C=C(\C)NC(=O)c1ccccc1Cl
 : 8, -8
O=C(CCNC(=O)c1ccc(Br)cc1)Nc1nccs1
 : -2, -11
CCOC(=O)c1c(NC(=O)CSc2nc3ccccc3[nH]2)sc2c1CC(C)(C)NC2(C)C
 : 12, -9
CC1CCCCN1C(=O)CN1CCN(S(=O)(=O)c2ccc(Br)cc2Cl)CC1 (centres undefined)
 : 4, -17
Cc1cc(NC(=O)COn2nnc3ccccc32)no1
 : 1, 6
Cc1nnc(SCc2nc3sc4c(c3c(=O)[nH]2)CCCC4)n(N)c1=O
 : 9, -21
CCNC(=S)N1CCN(CCN=CC2=C(O)CC(C)(C)CC2=O)CC1
 : 18, -9
CCC1(C(=O)O)NC(c2cccc(OC)c2O)C2C(=O)N(c3ccccc3)C(=O)C21 (centres undefined)
 : 2, -12
O=C(c1ccc(CNS(=O)(=O)c2ccc(Br)cc2)cc1)N1CCCCCC1
 : 2, -5
C=CC[C@@H](CC(=O)N(CCO)Cc1ccccc1)C(=O)NC[C@@H](OC(=O)[C@@H](CC=C)CC(=O)OC(C)(C)C)c1ccccc1
 : 6, -6
OCCN(Cc1ccccc1)Cc1cccc(C(F)(F)F)c1
 : 7, -8
Cc1ccc(NC(=O)CCC2CC(C)(C)OC2=O)cc1 (centres undefined)
 : 8, -15
O=S(=O)(NCc1cccnc1)c1ccc(Cl)nc1
 : 3, -26
Cc1cccc(CCNS(=O)(=O)c2ccc3c(c2)NC(=O)CO3)c1
 : 16, -15
C=CCN1C(=O)C(CC(=O)Nc2ccccc2)SC1=Nc1ccc(S(N)(=O)=O)cc1 (centres undefined)
 : 7, -5
COc1ccc(C(C)=O)cc1COC(=O)CCC(=O)N(CC(C)C)c1c(N)n(CC(C)C)c(=O)[nH]c1=O
 : 23, -20
COc1ccc(NC(=S)NCCc2c[nH]c3ccccc23)c(OC)c1
 : 20, -18
Cc1ccc(CNC(=O)C(=O)Nc2nccs2)cc1
 : 6, -14
CCN(CC)CCOC(=O)c1ccc(NC(=O)CCNC(=O)Cn2ccc3ccccc3c2=O)cc1
 : 11, 3
CCOc1ccc(CN2CCNC(=O)C2CC(=O)NCCN2CCOC2=O)cc1 (centres undefined)
 : 38, 1
Cc1ccc(C2(CC(=O)O)CCOC(C)(C)C2)cc1 (centres undefined)
 : 6, 4
COc1cc(/C=C/C(=O)NCCc2ccc(S(N)(=O)=O)cc2)ccc1OCC#N
 : -91, -6
CC(=O)c1sc(NC(=O)CS(=O)(=O)c2ccccc2)nc1C
 : 18, -13
COc1ccc(Br)c(C(=O)OCC(=O)NC2CC2)c1
 : 1, -1
O=C(O)CNC(=O)c1ccccc1Br
 : 9, -9
Cc1nn(C(C)C(=O)N2CCCCC2)c(=O)c2c1sc1ccccc12 (centres undefined)
 : 18, -9
CCc1nnc(NC(=O)CSc2nnc(CNc3cccc(C)c3)n2-c2ccccc2)s1
 : 22, -24
Cc1cccc(Oc2ccc(C(=O)NC3CCSC3=O)cn2)c1C (centres undefined)
 : 10, -15
O=C(CCCN1C(=O)/C(=C\c2cccs2)SC1=S)NNC(=O)c1cccnc1
 : 20, -22
CN(C)CCCNC(=O)C[C@H]1C[C@H](C(=O)N2CCOCC2)[C@@]2(C)c3[nH]c4cc(-c5ccco5)ccc4c3CCN2C1=O
 : 1, -9

In the list so far, 3 contain a COOH group.
Screens in order – OX1R antag-1, OX1R antag-2
CCC1(C(=O)O)NC(c2cccc(OC)c2O)C2C(=O)N(c3ccccc3)C(=O)C21 (centres undefined)
 : 2, -12
Cc1ccc(C2(CC(=O)O)CCOC(C)(C)C2)cc1 (centres undefined)
 : 6, 4
O=C(O)CNC(=O)c1ccccc1Br
 : 9, -9

Next records:
Screens in order – OX1R antag-1, OX1R antag-2
CCOC(=O)c1c(S(=O)(=O)NCC(=O)NCc2ccccc2)c(C)n(C)c1C
 : 6, -15
CCOC(=O)C(CC)/C(C)=N/NC(=O)c1ccccc1[N+](=O)[O-] (centres undefined)
 : 12, -9
COc1ccc(Nc2nc(C)cc(=O)[nH]2)c(OC)c1
 : -3, -1
O=C(NCCN1CCN(c2ccccc2)CC1)Nc1cccc(Br)c1
 : -10, -17
COc1ccccc1-c1cc(C(F)(F)F)nc(N2CCN(c3ccc(F)cc3)CC2)n1
 : -1, -14
Cc1ccc(OCc2ccccc2Br)c([N+](=O)[O-])n1
 : 6, -5
Cc1ccc(C(=O)N2CCN(C3c4cccc5cccc(c45)C3NS(=O)(=O)c3ccccc3)CC2)cc1 (centres undefined)
 : 9, -28
CCOC(=O)c1ccccc1NC(=O)c1ccc2c(=O)n3c(nc2c1)CCCCC3
 : 3, -15
O=C(CSc1nnnn1-c1ccccc1)NC(=O)Cc1ccccc1
 : 2, -11
COC(=O)c1ccc(CNC(=O)CCc2c[nH]c3ccccc23)cc1
 : 13, -24
CCN(C(=O)CSc1n[nH]c(N)n1)C1CCCCC1
 : -1, -8
CCOc1cc(-c2nc(C)c(C(C)=O)n2O)ccc1OCC(=O)Nc1ccccc1
 : 1, -18
CC(C)c1ccc(NC2CCCN(C(=O)c3cccnc3)C2)cc1 (centres undefined)
 : 24, -12
Nc1nonc1C(=O)NCCN=Cc1cc(Cc2ccccc2)cc(Br)c1O
 : 12, 16
COc1cc(SC)ccc1C(=O)Nc1ccc(C)cc1
 : 16, -26

Compound profiles, from the list above. Values in the order: OX1R antag-1 | OX1R antag-2
`CCOc1ccc(S(=O)(=O)NCc2ccccn2)cc1` is entered as 35 | -4
`Cc1cccc(Oc2ccc(C(=O)NC3CCSC3=O)cn2)c1C` (centres undefined) is entered as 10 | -15

(continued)
Screens in order – OX1R antag-1, OX1R antag-2
CN1CCN(S(=O)(=O)c2ccc(NC(=O)Nc3cccc(Cl)c3)cc2)CC1
 : 3, 15
CC(C)C(C(=O)Nc1ccc(S(=O)(=O)N2CCOCC2)cc1)N1C(=O)c2ccccc2C1=O (centres undefined)
 : 5, -8
CCCCOc1ccc(/C=C/C(=O)OCC(=O)N2CC(=O)Nc3ccccc32)cc1OCC
 : 5, -4
Cc1[nH]nc(-c2ccc(O)c(C)c2O)c1-c1cnn(-c2ccccc2)c1
 : 19, 15
O=C(NCc1ccc2c(c1)OCO2)C(=O)NCC1OCCN1S(=O)(=O)c1ccccc1 (centres undefined)
 : 8, -35
CN(C)CCCNC(=S)N1CCn2c(nc3ccccc32)C1
 : 3, 6
COc1nc(N(c2ccccc2)c2ccccc2)nc(-n2ccnc2)n1
 : 73, 45*
Cc1cccc(NC(=O)CSc2nnnn2-c2ccc3c(c2)OCCO3)n1
 : 8, -17
COc1cc(NC(=O)Cc2c(C(=O)O)[nH]c3ccccc23)cc(OC)c1OC
 : 7, -6
Cc1ccc(-n2c(SCC(=O)NCCN3C(=O)CSC3=O)nnc2-c2cccc(C)c2)cc1
 : 17, -27
Cc1cccnc1NC(=O)CSc1ccc2c(c1)OCCO2
 : 4, -2
CC(=O)c1ccc(N2CCN(C(=O)Nc3cccc(F)c3)CC2)cc1
 : 5, -18
O=C(Cn1c(=O)oc2ccccc21)Nc1ccccc1Cl
 : 4, -15
COc1ccc(-c2cc(C)no2)cc1S(=O)(=O)NCCCN(C)Cc1ccccc1
 : 12, -43
COc1ccc(N(C(C)=O)c2nc(C)cc(C)c2C#N)c(OC)c1
 : 6, -15
CCOC(=O)N1CCC(N2C(=O)c3ccccc3C2Nc2ccc3c(c2)OCCO3)CC1 (centres undefined)
 : 12, -8
CCCn1nc(C(=O)N2CCc3ccccc32)c2ccccc2c1=O
 : 8, -36
CC1=C(C(=O)OC(C)C)C(c2cn(-c3ccccc3)nc2-c2cccs2)NC(=O)N1 (centres undefined)
 : 2, -37
Cc1cc(C)nc(NS(=O)(=O)c2ccc(NC(=O)CCC3COc4ccccc4O3)cc2)n1 (centres undefined)
 : 30, -3
S=C(NCc1ccc2c(c1)OCO2)NC1CC1
 : 3, -7
Clc1ccc2nc(-c3ccncc3)cc(-c3ccccc3)c2c1
 : 7, 0
Cc1cc(C)nc(NC(=O)c2cc(Br)ccc2Cl)n1
 : 3, -25
CN(C)CCn1c(N)nc2ccccc21
 : 5, -1
CC1Cc2cc(/C(O)=C3\C(=O)C(=O)N(CCN(C)C)C3c3ccccc3F)ccc2O1 (centres undefined)
 : 19, -12
O=C(CN1CCN(C(=O)c2ccccc2)CC1)Nc1ccc(Br)cn1
 : 28, -11
COc1ccccc1/C=C/CN1CCCC(CO)(Cc2cccc(Cl)c2)C1 (centres undefined)
 : 69*, 61*
CC(Oc1ccc(Cl)cc1)c1ccc(C#N)c(=O)[nH]1 (centres undefined)
 : 17, 3
CC(=O)c1cc2c(cc1NC(=O)CCc1c(C)nc3ncnn3c1C)OCO2
 : 8, -14
COc1cc(Cc2nc3ccc(S(=O)(=O)N4CCOCC4)cc3[nH]2)cc(OC)c1OC
 : 9, 0
Cc1nn(-c2cccc(C(F)(F)F)c2)c(Cl)c1/C=N/Nc1cccc(C(=O)O)c1
 : 11, -10
Cc1cccn2cc(CSc3nnc(Nc4ccc(C(C)C)cc4)s3)nc12
 : 11, -36
COCCCN(CC(=O)NCc1ccccc1)S(=O)(=O)c1ccc(C)cc1
 : -6, -16
Cc1cc(Nc2ccccc2)n(C(=O)c2ccccc2)n1
 : 25, -12
CC(=O)Nc1ccccc1-c1nnc(SCc2ccccc2Cl)[nH]c1=O
 : 20, -9
O=C(CSc1nnc(-c2cccnc2)s1)Nc1ccnc2ccccc12
 : 22, 26
O=C(O)CCCSc1nccn1-c1ccccc1
 : 9, -1
COc1cccc(C2(C)NC(=O)N(CC(=O)Nc3ccc(N4CCOCC4)cc3)C2=O)c1 (centres undefined)
 : 2, -5
Cc1cc2cc(CNC(=O)c3cc4ccccc4o3)ccc2n1C
 : -1, -15
Cc1ccc(C)c(NC(=S)Nc2cccc3cnccc23)c1
 : 24, -18
CC1(C)C2([N+](=O)[O-])CN3CC1([N+](=O)[O-])CN(C2)C3c1ccccc1 (centres undefined)
 : 5, -1
Cc1cc(C(=O)COC(=O)c2cc(Cl)ccc2N)c(C)n1Cc1ccco1
 : 9, -7
CC1CCCN(Cc2c(O)ccc3c4c(c(=O)oc23)CCCC4)C1 (centres undefined)
 : 13, -26
Cc1ccc(C(O)Cn2cc([N+](=O)[O-])nc2C)cc1 (centres undefined)
 : 17, -5
COc1ccc(C(C)(C)C)cc1NC(=O)Cn1cnnn1
 : 0, -13
COc1cc(-c2nnc3sc(C4CCCCC4)nn23)cc(OC)c1OC
 : 21, -33
Cc1ccc(N2CCN(C(=O)c3cccs3)CC2)c(C)c1
 : 11, -9
Cc1cc(C)cc(SCc2noc(C(=O)NCCC(C)C)c2C(=O)NCCC(C)C)c1
 : 10, -21
O=C(N/N=C/c1cccc(Oc2ccc([N+](=O)[O-])cc2[N+](=O)[O-])c1)c1cncc(Br)c1
 : 23, -9
O=C(COc1ccc(Cl)cc1Cl)N(Cc1ccco1)C1CCS(=O)(=O)C1 (centres undefined)
 : 7, 3
Cc1ccc(S(=O)(=O)NCC(=O)N/N=C/c2ccc(Cl)cc2)cc1
 : 2, -24
COc1cccc(NC(=O)NC(C)C2CC3CCC2C3)c1 (centres undefined)
 : 34, -7
NC(=O)c1ccccc1N
 : 23, -6
COc1ccc(-c2ccc(/C=C3\C(=O)N(c4ccccc4)N=C3c3ccccc3)o2)c([N+](=O)[O-])c1
 : 18, -1
Cc1ccc(NC(=S)NN2CCN(C)CC2)cc1
 : 31, -2
COc1ccc(C(=O)NC(=S)N2CCC(C)CC2)cc1
 : 6, -26
COC(=O)C1=C(C)Nc2nnnn2C1c1ccc(Cl)cc1Cl (centres undefined)
 : -3, -29
CCCC(=O)NC(NC(=S)Nc1ccc(N=Nc2ccccc2)cc1)C(Cl)(Cl)Cl (centres undefined)
 : 21, 0
Cc1cccc(N2CN(Cc3ccco3)CNC2=S)c1C
 : 10, -18
COc1ccc(CCNc2c3ccccc3nc3ccccc23)cc1OC
 : 19, 9
Oc1cccc(/C=N/c2c(-c3ccco3)nc3ccccn23)c1
 : 29, -13
O=C(COC(=O)CCc1ccc(S(=O)(=O)N2CCOCC2)cc1)NC1CCCCCC1
 : 12, -4
